MEP2 TOR yeast: modulators of TOR pathway MEP2-GFP in S. cerevisiae; S. cerevisiae MEP2-GFP strain, flow cytometry GFP, 3 h; 100% = DMSO control level; GFP response vs DMSO, % at 10 µM; 330,000 tested, 0.51% active; AID 2016;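 active means GFP response versus DMSO above a set limit, roughly screen mean plus 3 SD, cut at about 180% in these data; inconclusive means fewer than 70 cells counted for a yeast strain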;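 further: median GFP fluorescence of the barcode-gated MEP2-GFP cells per well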
RPL19A TOR yeast: alters RPL19A-GFP fluorescence in TOR pathway yeast screen | S. cerevisiae RPL19A-GFP strain, flow cytometry, 3 h; stronger effect = lower value | 330,000 tested, 0.3% active | AID 2025 | percent response vs DMSO, % at 10 µM;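 active means percent response vs DMSO below 50%; inconclusive means fewer than 70 events counted for the yeast strain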;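 further: median channel GFP fluorescence of the barcoded RPL19A-GFP strain; ratio of sample median GFP to plate DMSO average so 100% = DMSO; lower means less RPL19A-GFP as with rapamycin TOR inhibition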
Yeast superoxide: caloric restriction mimetics inhibiting age-related superoxide in yeast; S. cerevisiae aged cells, superoxide DHE fluorescence; stronger effect = lower value; superoxide response (% of plate mean), % at 10 µM; 330,000 tested, 0.18% active;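 active means superoxide response under a set limit, about three screen SD below normal, cut at about 65% in these data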;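 further: yeast aged for seven days with compound at 30 °C before DHE staining; 100% = average MFI of all compound-treated wells on the plate with controls excluded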
GRK2 aptamer HTS: human GRK2 inhibition via aptamer displacement; inhibition of aptamer binding, % at 10 µM; bead flow cytometry, FAM-aptamer displacement from GRK2; 330,000 tested, 0.59% active; P25098;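 active means inhibition of aptamer binding above 40%, roughly 3 SD of noise, on plates passing a quality check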;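 further: median bead fluorescence of bound FAM aptamer so fluorescent compounds give negative values; no value below 0 was filed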
Target sequence (P25098 whole entry, looked up): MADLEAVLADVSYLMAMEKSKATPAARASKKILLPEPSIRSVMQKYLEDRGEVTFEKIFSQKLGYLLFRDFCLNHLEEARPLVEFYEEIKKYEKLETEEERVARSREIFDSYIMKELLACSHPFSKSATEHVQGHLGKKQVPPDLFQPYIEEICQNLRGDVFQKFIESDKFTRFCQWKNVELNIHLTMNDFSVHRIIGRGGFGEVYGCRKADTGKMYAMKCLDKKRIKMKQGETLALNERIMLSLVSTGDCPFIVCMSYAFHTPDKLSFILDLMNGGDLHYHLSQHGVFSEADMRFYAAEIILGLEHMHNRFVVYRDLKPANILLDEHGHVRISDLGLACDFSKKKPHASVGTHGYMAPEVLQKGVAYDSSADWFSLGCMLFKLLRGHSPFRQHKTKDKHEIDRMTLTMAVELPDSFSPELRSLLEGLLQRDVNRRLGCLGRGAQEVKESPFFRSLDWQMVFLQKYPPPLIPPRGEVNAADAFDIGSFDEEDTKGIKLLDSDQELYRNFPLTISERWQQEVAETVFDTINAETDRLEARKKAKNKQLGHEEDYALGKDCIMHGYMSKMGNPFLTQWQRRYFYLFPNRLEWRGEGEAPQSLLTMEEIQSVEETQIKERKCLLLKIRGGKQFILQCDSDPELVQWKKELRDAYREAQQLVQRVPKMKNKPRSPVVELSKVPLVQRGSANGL
LAP4-GFP MLPCN: modulators of TOR pathway LAP4-GFP in S. cerevisiae | S. cerevisiae LAP4-GFP multiplex, flow cytometry GFP, 3 h; median GFP as percent of DMSO wells | GFP response vs DMSO, % at 10 µM | 320,000 tested, 0.34% active;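 active means GFP response vs DMSO above a set limit, about the screen mean plus 3 SD, cut at about 150% in these data; inconclusive means under 70 cell events counted for the yeast strain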
VLA-4 inh: inhibition in a human VLA-4 binding assay; P13612; VLA-4 expressing cells, ligand binding flow cytometry; inhibition, % (about 7 µM as worked out from the volumes in the protocol); 330,000 tested, 0.2% active; AID 2557; in the data active means inhibition above about 50%
CIT2 TOR yeast: modulators of TOR pathway CIT2-GFP in S. cerevisiae. GFP response vs DMSO, % at 10 µM. S. cerevisiae CIT2-GFP strain, flow cytometry, 3 h; 100 means same as DMSO wells. 320,000 tested, 0.065% active;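 active means GFP response relative to DMSO above a set limit, near the screen mean plus 3 SD, cut at about 150% in these data; inconclusive means Fewer than 70 cells measured for a yeast strain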;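 further: ratio of well median GFP fluorescence to mean of DMSO wells on the plate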
AGP1 TOR yeast: modulators of TOR pathway AGP1-GFP in S. cerevisiae; S. cerevisiae AGP1-GFP multiplex flow cytometry, 3 h; GFP as percent of DMSO wells; GFP response vs DMSO, % at 10 µM; 320,000 tested, 0.02% active;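 active means GFP response relative to DMSO above a set limit, near screen average plus 3 SD, cut at about 150% in these data; inconclusive means fewer than 70 cells counted for the yeast strain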;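 further: median GFP channel fluorescence of the gated AGP1 strain per well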
* = called active by the depositor; ? = inconclusive; . = not tested or not shown; [ ] = remark or other dose.

No. | smiles | MEP2 TOR yeast | RPL19A TOR yeast | Yeast superoxide | GRK2 aptamer HTS | LAP4-GFP MLPCN | VLA-4 inh | CIT2 TOR yeast | AGP1 TOR yeast
1 | C=CCn1cc(Cl)c(=O)n(CC=C)c1=O | 101 | 94 | 100 | 0 | 94 | 2 | 99 | 99
2 | CCc1nnc(NC(=O)CSc2nc3c(c(=O)n2CC)SC(C)C3)s1 (stereo not drawn) | 93 | 94 | 101 | 0 | 96 | 6 | 90 | 94
3 | Cn1c(=O)c(=O)n(C)c2cc(N3CCCC3)c(NS(=O)(=O)c3ccc(F)cc3)cc21 | 105 | 100 | 95 | 1 | 105 | -3 | 111 | 102
4 | O=C(N/N=C/c1ccc(OC(=O)c2cccc(Br)c2)cc1)c1cccnc1 | 104 | 101 | 93 | 0 | 107 | 12 | 95 | 99
5 | Cc1nnc(C)n1N | 95 | 86 | 114 | 0 | 92 | 12 | 87 | 92
6 | CC(C)C(NS(=O)(=O)c1cccs1)C(=O)N(C)Cc1ccccc1 (stereo not drawn) | 99 | 98 | 106 | 5 | 93 | 8 | 93 | 100
7 | COc1ccc(-c2nc(N3CCN(C)CC3)sc2-c2ccc(OC)cc2)cc1 | 111 | 103 | 101 | 0 | 111 | 10 | 97 | 105
8 | O=C(CCN1C(=O)/C(=C/c2ccc(Cl)cc2)SC1=S)Nc1ccc(C(=O)O)cc1 | 105 | 103 | 107 | 0 | 95 | 8 | 88 | 92
9 | CCCc1ccc(Oc2cc(NN3CCCCC3)c([N+](=O)[O-])cc2[N+](=O)[O-])cc1 | 95 | 100 | 103 | 0 | 121 | -12 | 103 | 93
10 | Cc1ccc(-c2nc3ccccc3o2)cc1NC(=S)NC(=O)c1cccs1 | 102 | 96 | 94 | 2 | 94 | -1 | 100 | 100
11 | Cc1cccc(N2CCN(S(=O)(=O)c3ccc(S(=O)(=O)N4CCCC4)cc3)CC2)c1C | 95 | 94 | 104 | 0 | 90 | -1 | 102 | 97
12 | Fc1ccc(C(CNC(=S)NC2CCCCC2)N2CCOCC2)cc1 (stereo not drawn) | 92 | 96 | 100 | 1 | 95 | -1 | 94 | 93
13 | Cc1nn(C)c(C)c1CN(C)C(=O)c1cc2n(n1)C(C(F)(F)F)CC(c1cccs1)N2 (stereo not drawn) | 96 | 94 | 88 | 2 | 93 | -12 | 104 | 96
14 | O=C1C(=O)N(CCCN2CCOCC2)C(c2ccc(Cl)cc2)/C1=C(/O)c1ccc(F)cc1 (stereo not drawn) | 102 | 104 | 93 | 0 | 94 | 2 | 101 | 100
15 | C#CCOCCOCCOCCNc1nc(N2CCN(C(=O)Cn3cc(CCCN=C(N)N)nn3)CC2)nc(N2CCN(C(=O)[C@H]([C@@H](C)O)n3cc(CCCCN)nn3)CC2)n1 | 96 | 97 | 101 | 0 | 91 | 29 | 101 | 97
16 | COc1ccc(OC)c(-c2cc(C(=O)N/N=C(\C)c3cccnc3)c3ccccc3n2)c1 | 107 | 115 | 96 | 0 | 78 | 3 | 82 | 86
17 | COc1ccc(CC(=O)NC(C)c2nnc(SCC(=O)Nc3ccccc3F)n2C)cc1 (stereo not drawn) | 102 | 98 | 132 | 0 | 91 | 2 | 91 | 84
18 | Cc1ccc(C)c(S(=O)(=O)/N=C(/Nc2ccccc2)c2ccccc2)c1 | 92 | 97 | 95 | 0 | 91 | -5 | 108 | 100
19 | CC(=O)c1ccc(NC(=O)c2c(C)nn(-c3ccccc3)c2Cl)cc1 | 105 | 104 | 104 | 3 | 98 | 2 | 98 | 89
20 | C=CC[C@H](CC(=O)NCCO)C(=O)N[C@@H](COC(=O)[C@@H](CC=C)Cc1ccc(F)cc1)Cc1ccccc1 | 102 | 101 | 121 | 3 | 109 | 12 | 101 | 109
21 | Cc1nnc(SCC(=O)N2CCN(Cc3ccccc3)CC2)s1 | 103 | 99 | 92 | 2 | 106 | 4 | 97 | 102
22 | Cc1ccccc1NC(=S)N(Cc1ccccc1)Cc1cccnc1 | 97 | 99 | 87 | 0 | 105 | -9 | 106 | 103
23 | Cc1nc2c(-c3ccc(F)cc3)c(C)nn2c(C)c1CCC(=O)NCc1ccco1 | 99 | 96 | 111 | 1 | 116 | 44 | 95 | 101
24 | CCOC(=O)c1ccc(N2CCN(C(C)=O)CC2)c(NC(=O)c2cccnc2)c1 | 98 | 97 | 99 | 0 | 97 | 1 | 100 | 103
25 | Cc1c(/C(O)=C2/C(=O)C(=O)N(CCN(C)C)C2c2ccc(C(C)C)cc2)cnn1-c1ccccc1 (stereo not drawn) | 93 | 93 | 91 | 1 | 103 | 0 | 93 | 102
26 | Cn1ncc(N)c1C(=O)Nc1cccc(C(F)(F)F)c1 | 104 | 98 | 83 | 0 | 104 | 27 | 97 | 81
27 | O=C(O)/C=C/C(=O)Nc1ccccc1-c1ccccc1NC(=O)/C=C/C(=O)O | 105 | 101 | 79 | 1 | 96 | 17 | 101 | 100
28 | CCn1nnnc1SCC(=O)Nc1nc(C)c(C)s1 | 101 | 95 | 97 | 4 | 97 | 23 | 94 | 99
29 | O=C(c1ccco1)c1nc2c(n1O)CCCCC2 | 96 | 106 | 86 | 0 | 87 | 5 | 88 | 111
30 | O=C(Nc1ccccc1C(=O)O)c1cc(S(=O)(=O)Nc2ccccc2)ccc1Cl | 107 | 108 | 99 | 1 | 100 | 2 | 102 | 103
31 | O=C(NC1CCCCC1)c1nc2c(nnn2Cc2ccccc2Cl)c(=O)[nH]1 | 108 | 99 | 119 | 2 | 105 | 13 | 101 | 96
32 | NS(=O)(=O)c1ccc(NCC2COc3ccccc3O2)c([N+](=O)[O-])c1 (stereo not drawn) | 94 | 94 | 107 | 0 | 99 | 4 | 86 | 99
33 | COc1ccc2[nH]c(=O)c(CN(CC3CCCO3)C(=S)Nc3ccccc3)cc2c1 (stereo not drawn) | 94 | 98 | 113 | 6 | 100 | 0 | 87 | 101
34 | COc1ccc(CSCC(=O)Nc2ccccc2SC)cc1 | 104 | 100 | 88 | 4 | 94 | 8 | 92 | 100
35 | CN(C)S(=O)(=O)c1cccc(NC(=S)NCCCn2ccnc2)c1 | 97 | 96 | 101 | 0 | 93 | 0 | 98 | 95
36 | COc1ccc(Cc2nc3ccc(C(=O)N4CCCC4)cc3o2)cc1OC | 99 | 98 | 90 | 8 | 91 | 17 | 95 | 96
37 | CCc1ccc(/C=C2/Sc3ccccc3N(CC(=O)NCCCOC)C2=O)cc1 | 99 | 101 | 128 | 5 | 94 | -5 | 106 | 93
38 | CCOC(=O)C1=C(C)NC(=O)/C1=C\N(C)C | 102 | 97 | 98 | 0 | 100 | 0 | 102 | 102
39 | C=CC[C@H](CC(=O)NCCO)C(=O)N[C@H](COC(=O)[C@H](CC=C)CC(=O)OC(C)(C)C)c1ccccc1 | 102 | 109 | 90 | 0 | 109 | -1 | 110 | 116
40 | O=C(Cn1cc(S(=O)(=O)Cc2ccccc2)c2ccccc21)Nc1ccccc1 | 106 | 108 | 110 | 1 | 92 | -14 | 113 | 105
41 | CC1=Nc2ccccc2/C1=C/c1c(N)n2c(S(=O)(=O)C(C)C)nsc2nc1=O | 98 | 98 | 100 | 1 | 84 | 9 | 97 | 99
42 | COc1cccc(NC(=O)c2cc(-c3ccc(OC)cc3OC)nc3ccccc23)c1 | 92 | 101 | 121 | 2 | 103 | -18 | 92 | 107
43 | CCn1c2ccccc2c2nc3ccccc3nc21 | 96 | 98 | 98 | 4 | 87 | 17 | . | 89
44 | COCC1CCN(C(=O)C2CCC(=O)N(CCc3cccc(F)c3)C2)CC1 (stereo not drawn) | 97 | 99 | 111 | 1 | 96 | -2 | 100 | 102
45 | Cc1ccc(CN2CC(C(=O)OCc3ccccc3Cl)CC2=O)cc1 (stereo not drawn) | 106 | 96 | 95 | 0 | 98 | -1 | 91 | 99
46 | CSc1cccc(NC(=O)OC2CCCCCCCCCCC2)c1 | 96 | 97 | 104 | 1 | 89 | 21 | 98 | 100
47 | CCOC(=O)c1cc(-c2ccc(F)cc2)n(CC(=O)Nc2nccs2)c1C | 100 | 91 | 108 | 0 | 87 | -12 | 94 | 89
48 | CC(C)CC(=O)Nc1ccc(C(=O)NNC(=O)C(c2ccccc2)c2ccccc2)cc1 | 99 | 100 | 97 | 0 | 95 | -2 | 95 | 100
49 | CCCCC(=O)OCC(=O)c1[nH]c(C)c(C(C)=O)c1C | 119 | 103 | 114 | 0 | 99 | 14 | 101 | 103
50 | CC(C)=CCCC(C)CN1CCC(N2CCC(C(=O)NC(C)C)CC2)CC1 (stereo not drawn) | 99 | 98 | 104 | 0 | 104 | 1 | 102 | 102
51 | Cc1ccc(C(C#N)c2ccc3c(C(F)(F)F)cc(C(F)(F)F)nc3n2)cc1 (stereo not drawn) | 94 | 97 | 124 | 2 | 92 | 9 | 104 | 98
52 | O=C1NC(Cc2ccc(O)cc2)c2nc3cc(F)ccc3c(=O)n2-c2cc(Cl)ccc21 (stereo not drawn) | 100 | 97 | 78 | 3 | 89 | -2 | 104 | 94
53 | CC(=O)C1=C(O)C(=O)N(c2ccccn2)C1c1ccc(C)cc1 (stereo not drawn) | 114 | 112 | 103 | 1 | 108 | 21 | 113 | 110
54 | COc1ccc(N=N/C(=C\O)C(=O)c2cccs2)cc1 | 93 | 96 | 90 | 5 | 109 | -1 | 74 | 78
55 | CCc1cccc(C)c1N(C(=O)Cn1c(=O)[nH]c2ccccc21)C(C)COC (stereo not drawn) | 101 | 98 | 104 | 0 | 98 | -18 | 94 | 96
56 | Cc1ccc(CN2CCN(Cc3cnc(C)s3)CC2CCO)cc1 (stereo not drawn) | 95 | 99 | 97 | 3 | 94 | 0 | 98 | 102
57 | S=C1NCCOCCOCCOCCOCCNC(=S)N2CCOCCOCCN1CCOCC2 | 101 | 101 | 93 | 0 | 97 | 21 | 93 | 100
58 | CCOc1ccc(-c2c(C(=O)N/N=C/c3sccc3C)nnn2-c2nonc2N)cc1 | 96 | 97 | 89 | 6 | 86 | -9 | 98 | 94
59 | CC1C=CCC2C(=O)N(c3cccc(C(=O)NCCc4ccccc4)c3)C(=O)C12 (stereo not drawn) | 119 | 110 | 102 | 2 | 101 | 14 | 114 | 106
60 | OCC[C@H]1C[C@H](O)[C@@H](O)[C@@]2(CCCO2)O1 | 93 | 101 | 117 | 3 | 126 | 6 | 98 | 91

(listing goes on)
Each structure is followed by: MEP2 TOR yeast	RPL19A TOR yeast	Yeast superoxide	GRK2 aptamer HTS	LAP4-GFP MLPCN	VLA-4 inh	CIT2 TOR yeast	AGP1 TOR yeast
[61] CCOC(=O)N1CCN(C(=O)COc2ccc(Cl)cc2C)CC1
  184*[may fluoresce violet]	64[may fluoresce violet]	90	1	106[may fluoresce violet]	-12	?	.
[62] COc1ccccc1NC(=O)CCn1cccc1
  101	95	97	1	94	27	90	100
[63] Cc1ccc(S(=O)(=O)N2[C@@H](c3ccc(Br)cc3)C(C(=O)O)=CC[C@H]2c2cccs2)cc1
  94	90	109	1	102	-12	72	90
[64] Nc1c(NCc2ccccc2)c2ccccc2oc1=O
  109	94	102	2	115	7	94	89
